PI4K2A block – blocks human PI4K2A kinase activity; purified PI4K2A, ADP-Glo luminescence, 1 h; stronger effect = lower value; activity change, negative = inhibition, % at 76.9 µM; 0.13% of 420,000 active; AID 1346378; in the data active means activity change below about -50%; inconclusive means mostly about -30% to -49%;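 further: -100% = wells without enzyme as full effect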
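ADP-Glo luminescence measured ADP generated by PI4K2A enzyme (4 ug/mL before mixing) with 1.2 mM PI substrate (pre-mix) and 300 microM ATP (pre-mix). Tris pH7.5 buffer with MgCl2, Triton X-100; 1 h reaction at ambient temperature.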
RGS4 inh – blocks human RGS4-accelerated GTP hydrolysis | P49798 | Transcreener GDP fluorescence polarization, RGS4-accelerated GTP hydrolysis | Potency, µM (doses to about 114 µM), for the others: at the highest dose activity change, negative = inhibition, actives largely listed as inhibitors | 0.039% of 390,000 active | AID 504845; further: potency means the concentration at half of the fitted maximal effect; on the % scale 0 is the no-effect control and ±100 the full control effect; nearly all actives have a fitted effect of over 75% in size; some results filed as inactive show a strong effect at the top dose
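MLSMR compounds (23 nl, pin-transferred) preincubated 10 min at room temperature with a 500nM (2x) first reagent, then RGS4 at 900nM (2x) plus Transcreener GDP mix added; fluorescence polarization (620/688 nm) read before and after 90 min at 30 °C.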
12-LOX inh – blocks human arachidonate 12S-lipoxygenase. purified 12hLO, xylenol orange hydroperoxide absorbance. Potency, µM (titrated, usually from 108 µM), for inactives: at the top dose activity change, negative = inhibition, most hits filed as inhibitors. P18054. 1.1% of 580,000 active; further: potency means the concentration at half of the fitted maximal effect; on the % scale 0 is the no-effect control and ±100 the full control effect
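Hydroperoxide product was detected by ferrous iron/xylenol orange as the 573 to 405 nm absorbance ratio. Arachidonic acid at 40 uM (final) was turned over for 30 min at room temperature by 150 nM human 12hLO, pH 7.0 Hepes buffer, after 15 min compound preincubation.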
JMJD2A Tudor – inhibitors of human JMJD2A Tudor domain; Potency, µM (doses to about 114 µM), inactives show at the highest dose activity change, negative = inhibition, hits mostly inhibitors; 4.4% of 390,000 active; O75164; AlphaScreen JMJD2A-Tudor / H3K4me3 peptide binding; further: potency means the concentration at half of the fitted maximal effect; on the % scale 0 is the no-effect control and ±100 the full control effect; nearly all actives have a fitted effect of over 50% in size
GLS inh – inhibitors of human glutaminase (GLS); O94925; GLS enzymatic activity, qHTS titration; Potency, µM (top dose mostly 45.5 µM), for the others: at the highest dose activity change, negative = inhibition, hits mostly inhibitors; 0.21% of 410,000 active; AID 624170; further: potency means the concentration at half of the fitted maximal effect; on the % scale 0 is the no-effect control and ±100 the full control effect
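Human kidney-isoform GLS in 45 mM KH2PO4 pH 8.2, 0.02% Tween-20, with compound, started with 1mM L-Glutamine (added stock). Glutamate oxidase/HRP/Amplex red coupled fluorescence read at start and after 30 min at RT.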
ERG Ets-DNA blk – inhibitors of human ERG Ets domain-DNA interaction. Potency, µM (doses to about 76.9 µM), for inactives: at the top dose FP activity, negative = inhibition, most hits filed as inhibitors. fluorescence polarization, His-ERG Ets domain / labelled DNA. AID 624246. 0.028% of 370,000 active; active means well fitted inhibition curve with a large enough effect in the polarisation, with a control signal flat; inconclusive means small, poorly fitted or top-dose-only effect, or effect the other way, or a change in a side signal; inactive means no such curve, though single readings can be large or run the other way; the % refers to the polarisation;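 further: polarization taken with two DNA probes labelled with fluorescein and Texas red; potency means the concentration at half of the fitted maximal effect; % of control where 0% means no effect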
Target sequence (P11308 whole entry, looked up, the tested form may be a part): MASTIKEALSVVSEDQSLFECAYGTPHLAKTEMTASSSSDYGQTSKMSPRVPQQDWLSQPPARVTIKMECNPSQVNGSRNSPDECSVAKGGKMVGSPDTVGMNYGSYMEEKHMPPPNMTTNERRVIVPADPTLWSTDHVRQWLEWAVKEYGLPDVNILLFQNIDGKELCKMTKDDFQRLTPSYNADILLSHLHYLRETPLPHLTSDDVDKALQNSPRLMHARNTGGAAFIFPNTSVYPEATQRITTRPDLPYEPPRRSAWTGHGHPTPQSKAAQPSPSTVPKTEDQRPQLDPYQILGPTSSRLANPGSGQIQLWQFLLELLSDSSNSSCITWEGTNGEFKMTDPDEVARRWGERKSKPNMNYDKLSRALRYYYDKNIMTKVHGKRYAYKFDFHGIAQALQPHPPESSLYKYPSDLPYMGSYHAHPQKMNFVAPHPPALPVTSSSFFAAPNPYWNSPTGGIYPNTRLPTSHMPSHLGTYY
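His-tagged ERG Ets domain (1 uM in the protein solution; 300mM KCl, 50mM Tris-HCl, 1mM EDTA, 1mM DTT, pH 7.5) received compound, then a probe mix of 5 nM fluorescein-DNA and 100nM Texas-615-DNA. Fluorescence polarization was read for both dyes.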
HP1b binding inh – HP1-beta chromodomain-methylated histone interaction inhibition | AID 540317 | 0.56% of 390,000 active | Potency, µM (doses to about 114 µM), inactives show at the highest dose activity change, negative = inhibition, hits mostly inhibitors | AlphaScreen HP1-beta / biotin-H3K9me3 peptide binding; further: potency means the concentration at half of the fitted maximal effect; nearly all actives have a fitted effect of over 70% in size; inactives centre near 23
Target sequence (P83916 whole entry, looked up): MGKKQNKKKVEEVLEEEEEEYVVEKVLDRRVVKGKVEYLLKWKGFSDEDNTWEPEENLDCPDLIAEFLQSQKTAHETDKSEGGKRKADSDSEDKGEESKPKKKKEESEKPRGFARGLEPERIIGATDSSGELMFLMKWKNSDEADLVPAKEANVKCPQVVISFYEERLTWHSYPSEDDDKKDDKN
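Compound inhibition of the preformed complex between 50 nM HP1-beta and 50 nM biotinylated H3K9me3 peptide was read by AlphaScreen. Buffer was PBS pH 7.4 with 0.01% Tween-20. Incubations ran 30 min at room temperature, with 10 ug/mL donor/acceptor beads.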
G9a inh – blocks human histone lysine methyltransferase G9a; G9a H3K9 monomethylation, AlphaScreen, 2 h; 8.8% of 350,000 active; AID 504332; Potency, µM (series often up to 102 µM), for the others: at the highest dose activity, negative = inhibition, most hits filed as inhibitors; Q96KQ7; further: potency means the concentration at half of the fitted maximal effect; on the % scale 0 is the no-effect control and ±100 the full control effect; nearly all actives have a fitted effect of over 75% in size
Target sequence (Q96KQ7 913-1193 limits assumed): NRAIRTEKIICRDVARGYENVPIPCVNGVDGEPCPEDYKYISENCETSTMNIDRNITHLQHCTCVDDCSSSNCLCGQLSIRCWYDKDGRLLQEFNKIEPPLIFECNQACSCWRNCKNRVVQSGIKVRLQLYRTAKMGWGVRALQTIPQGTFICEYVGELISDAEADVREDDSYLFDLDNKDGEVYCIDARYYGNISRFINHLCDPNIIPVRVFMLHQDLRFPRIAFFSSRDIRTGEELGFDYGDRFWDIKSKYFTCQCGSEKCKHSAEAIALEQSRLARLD
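Chemiluminescent proximity detection of H3K9 monomethylation, read after 10 min bead incubation in the dark. Reaction: 20 nM G9a, 500 nM biotin-H3K9 peptide, 20 uM SAM cofactor, 2 h, room temperature, following 15 min enzyme-compound preincubation.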
BAZ2B block – BAZ2B (human) inhibition; AlphaScreen BAZ2B-H3K14Ac peptide displacement; 4.4% of 360,000 active; AID 504333; Q9UIF8; Potency, µM (titrated, usually from 114 µM), without a hit: at the top dose activity change, negative = inhibition, actives largely listed as inhibitors; further: potency means the concentration at half of the fitted maximal effect; on the % scale 0 is the no-effect control and ±100 the full control effect; nearly all actives have a fitted effect of over 60% in size
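Compounds, titrated to a top concentration of 110 uM, were incubated 30 min at room temperature with preformed BAZ2B/acetyl-K14 H3 peptide complex (50 nM each). Proximity signal was measured by AlphaScreen after 20 min with beads.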
The depositor's hits bear a star; & = joins results of further samples; [ ] = dose if it differs, or a comment. Unless noted, the call rests on the fitted dose curve; in most records, active means well fitted curve in the direction sought with a large enough effect; inconclusive means small, poorly fitted or top-dose-only effect, or another doubt; inactive means no such curve, though single readings can be large; an effect the other way counts as inactive or inconclusive. Not all compounds are listed. The share of hits here may be higher or lower than overall.

The first 2 compounds, to show the layout:
What do the screens show for `Cc1ccc(CN(C(=O)c2ccco2)C2CCS(=O)(=O)C2)cc1` (stereo not drawn)?
PI4K2A block: -1.8; RGS4 inh: 4.5%; 12-LOX inh: 6.0%; JMJD2A Tudor: -2.8%; GLS inh: 0.0%; ERG Ets-DNA blk: 5.6%; HP1b binding inh: 35.7%; G9a inh: inconclusive; BAZ2B block: -21.2%

What do the screens show for `CCCCSc1nc(-c2ccc(OC)cc2)ccc1C#N`?
PI4K2A block: 4.0; RGS4 inh: -10.3%; 12-LOX inh: 0.0%; JMJD2A Tudor: 216.8%[activator]; GLS inh: -11.2%; ERG Ets-DNA blk: 9.7%; HP1b binding inh: 238.6%[activator]; G9a inh: 85.7%[activator][59 µM]; BAZ2B block: 190.5%[activator]

Main list, repeating the preview:
What do the screens show for `Cc1ccc(CN(C(=O)c2ccco2)C2CCS(=O)(=O)C2)cc1` (stereo not drawn)?
PI4K2A block: -1.8; RGS4 inh: 4.5%; 12-LOX inh: 6.0%; JMJD2A Tudor: -2.8%; GLS inh: 0.0%; ERG Ets-DNA blk: 5.6%; HP1b binding inh: 35.7%; G9a inh: inconclusive; BAZ2B block: -21.2%

What do the screens show for `CCCCSc1nc(-c2ccc(OC)cc2)ccc1C#N`?
PI4K2A block: 4.0; RGS4 inh: -10.3%; 12-LOX inh: 0.0%; JMJD2A Tudor: 216.8%[activator]; GLS inh: -11.2%; ERG Ets-DNA blk: 9.7%; HP1b binding inh: 238.6%[activator]; G9a inh: 85.7%[activator][59 µM]; BAZ2B block: 190.5%[activator]

How did Cc1ncoc1C(=O)NC1CC(C)(C)Cc2c1cnn2-c1ccccc1 (stereo not drawn) do in these assays?
PI4K2A block: -2.3; RGS4 inh: -10.1%; 12-LOX inh: -0.9%; JMJD2A Tudor: -6.2%; GLS inh: -6.7%; ERG Ets-DNA blk: 7.2%; HP1b binding inh: 24.3%; G9a inh: inconclusive; BAZ2B block: -17.0%

How did O=C(CNC(=O)Cc1ccccc1)NCc1cccs1 do in these assays?
PI4K2A block: 3.2; RGS4 inh: 1.2%; 12-LOX inh: 14.2%; JMJD2A Tudor: -4.3%; GLS inh: -5.9%; ERG Ets-DNA blk: -10.4%; HP1b binding inh: 40.8%; G9a inh: inconclusive; BAZ2B block: 27.9%

How did CCOc1ccccc1NC(=O)CSc1nc2c(c(=O)n(C)c(=O)n2C)n1C do in these assays?
PI4K2A block: 2.1; RGS4 inh: 26.3%; 12-LOX inh: 1.6%; JMJD2A Tudor: -11.3%; GLS inh: 11.1%; ERG Ets-DNA blk: 3.3%; HP1b binding inh: -8.0%; G9a inh: 2.6%; BAZ2B block: 0.5%

What do the screens show for `Cc1coc2c1c(C)cc1oc(=O)c(Cc3ccccc3)c(C)c12`?
PI4K2A block: -84.2*; RGS4 inh: 13.7%; 12-LOX inh: -3.0%; JMJD2A Tudor: -8.6%; GLS inh: 0.0%; ERG Ets-DNA blk: 0.1%; HP1b binding inh: 2.8%; G9a inh: -6.5%[59 µM]; BAZ2B block: -25.5%

Results for CCn1c(=S)[nH]c2cc(S(=O)(=O)N3CCCCC3)ccc21 ?
PI4K2A block: -4.4; RGS4 inh: -30.2%; 12-LOX inh: -28.4%; JMJD2A Tudor: 79.4µM*; GLS inh: -8.1%; HP1b binding inh: -22.0%; G9a inh: inconclusive; BAZ2B block: 3.8%

What do the screens show for `Cc1ccccc1NC(=O)COC(=O)CN1C(=O)NC(C)(C)C1=O`?
PI4K2A block: 4.9; RGS4 inh: -21.8%; 12-LOX inh: -26.8%; JMJD2A Tudor: 7.6%; GLS inh: -15.4%; ERG Ets-DNA blk: -2.5%; HP1b binding inh: 52.5%[activator]; G9a inh: -28.3%; BAZ2B block: 2.8%

What do the screens show for `CCC(C)/C(C)=N/NC(=O)c1cn(-c2ccccc2)nc1-c1ccccc1` (stereo not drawn)?
PI4K2A block: -6.1; RGS4 inh: 7.6%; 12-LOX inh: 19.0%; JMJD2A Tudor: -26.2%; GLS inh: 12.2%; ERG Ets-DNA blk: 1.2%; HP1b binding inh: 18.0%; G9a inh: 35.2%[59 µM]; BAZ2B block: 5.3%

What do the screens show for `O=C(O)C(Cc1ccccc1)NC(=O)C(Cc1ccccc1)NC(=O)C12CC3CC(CC(C3)C1)C2` (stereo not drawn)?
PI4K2A block: -1.7; RGS4 inh: 3.5%; 12-LOX inh: 28.0%; JMJD2A Tudor: -14.9%; GLS inh: 53.2%[activator]; ERG Ets-DNA blk: 0.2%; HP1b binding inh: -4.0%

What do the screens show for `CCc1nnc(NC(=O)CSc2nnc(C)c(=O)n2N)s1`?
PI4K2A block: -3.0; RGS4 inh: 15.2%; 12-LOX inh: -6.5%; JMJD2A Tudor: -12.2%; GLS inh: 13.9%; ERG Ets-DNA blk: -6.8%; HP1b binding inh: 31.0%; G9a inh: 34.9%; BAZ2B block: -0.7%

Results for O=S(=O)(c1ccc(-c2csc(-c3cccnc3)n2)cc1)N1CCCC1 ?
PI4K2A block: -6.8; RGS4 inh: -29.4%; 12-LOX inh: 0.0%; JMJD2A Tudor: -0.9%; GLS inh: -0.8%; ERG Ets-DNA blk: -6.1%; HP1b binding inh: 17.5%; G9a inh: -33.2%[59 µM]; BAZ2B block: -2.9%

Results for Cc1ccc(CNC(=O)N[C@@H](Cc2ccccc2)C(=O)O)cc1 ?
PI4K2A block: 6.0; RGS4 inh: -10.2%; 12-LOX inh: -35.6%&6.2%; JMJD2A Tudor: inconclusive; GLS inh: -6.1%; ERG Ets-DNA blk: inconclusive; HP1b binding inh: 10.8%; G9a inh: -9.5%; BAZ2B block: -1.1%

How did COc1ccc(S(=O)(=O)N/N=C(/C)c2ccco2)cc1 do in these assays?
PI4K2A block: -3.2; RGS4 inh: 23.5%; 12-LOX inh: inconclusive; JMJD2A Tudor: -9.7%; GLS inh: 27.0%; ERG Ets-DNA blk: 4.3%; HP1b binding inh: 25.2%; G9a inh: 55.4%[activator]; BAZ2B block: -2.1%

How did CCOC(=O)C(=CNc1cc(OC)ccc1-n1cccc1)C(=O)OCC do in these assays?
PI4K2A block: 1.6; RGS4 inh: -33.2%; 12-LOX inh: 25.8%; JMJD2A Tudor: -13.8%; GLS inh: 5.6%; ERG Ets-DNA blk: -0.3%; HP1b binding inh: -6.3%; G9a inh: 12.4%[59 µM]; BAZ2B block: -31.8%

How did Cc1ccc(NC(=S)N/N=C/c2c(Cl)cccc2Cl)c(C)c1 do in these assays?
PI4K2A block: 0.6; RGS4 inh: -30.2%; 12-LOX inh: inconclusive; JMJD2A Tudor: -26.6%; GLS inh: 5.0%; ERG Ets-DNA blk: -9.9%; HP1b binding inh: 7.8%; G9a inh: 21.7%[59 µM]; BAZ2B block: inconclusive

What do the screens show for `CCC1(c2ccccc2)NC(=O)N(CC(=O)Nc2ccc(N3CCCC3)cc2C)C1=O` (stereo not drawn)?
PI4K2A block: -6.9; RGS4 inh: -16.5%; 12-LOX inh: inconclusive; JMJD2A Tudor: 44.7µM*; GLS inh: 34.5%; ERG Ets-DNA blk: 0.7%; HP1b binding inh: inconclusive; G9a inh: 1.78µM*; BAZ2B block: 44.7µM*

How did O=C(COC(=O)C1CC1)NCc1ccccc1Cl do in these assays?
PI4K2A block: -4.4; RGS4 inh: -23.5%; 12-LOX inh: -6.9%; JMJD2A Tudor: -28.4%; GLS inh: -11.4%; ERG Ets-DNA blk: -10.6%; HP1b binding inh: 72.0%[activator]; G9a inh: 1.0%[59 µM]; BAZ2B block: 4.8%

How did O=c1cc(O)c2c(=O)n(C3CCCCC3)c3ccccc3c2o1 do in these assays?
PI4K2A block: -4.3; RGS4 inh: -12.7%; 12-LOX inh: -9.3%; JMJD2A Tudor: -30.6%; GLS inh: 0.9%; ERG Ets-DNA blk: 16.6%; HP1b binding inh: 30.0%; G9a inh: inconclusive; BAZ2B block: inconclusive

How did CN(CC(=O)Nc1c(F)cccc1F)Cc1cccs1 do in these assays?
PI4K2A block: 1.6; RGS4 inh: -3.0%; 12-LOX inh: -0.9%; JMJD2A Tudor: -10.0%; GLS inh: -0.2%; ERG Ets-DNA blk: 8.1%; HP1b binding inh: 22.7%; G9a inh: 9.5%; BAZ2B block: -0.6%

How did O=C(Cc1ccccc1)c1c[nH]c(C(=O)NC2CCCC2)c1 do in these assays?
PI4K2A block: -1.6; RGS4 inh: 18.6%; 12-LOX inh: -12.6%; JMJD2A Tudor: -15.6%; GLS inh: 1.3%; ERG Ets-DNA blk: 2.4%; HP1b binding inh: 24.8%; G9a inh: -24.1%; BAZ2B block: -30.5%

What do the screens show for `O=C(NCC(=O)N1CCCCC1)c1ccc2ccccc2c1`?
PI4K2A block: -0.4; RGS4 inh: 24.0%; 12-LOX inh: 473.6%[activator]; JMJD2A Tudor: -14.7%; GLS inh: 2.9%; ERG Ets-DNA blk: 5.3%; HP1b binding inh: 24.7%; G9a inh: 3.8%; BAZ2B block: -1.8%

Results for COC(=O)c1sc(S(=O)(=O)N2CCC(C(N)=O)CC2)c(C(=O)OC)c1C ?
PI4K2A block: 3.1; RGS4 inh: -0.6%; 12-LOX inh: 2.2%; JMJD2A Tudor: -5.6%; GLS inh: 5.2%; ERG Ets-DNA blk: -3.5%; HP1b binding inh: 52.2%; G9a inh: 3.0%[59 µM]; BAZ2B block: 13.1%
